Source: PubChem
Growth percent in the NCI-60 one-dose screen (48 h, 10 µM unless noted): 100 = growth as untreated, 0 = no growth, -100 = all killed.
COLO 205: COLO 205 colon cancer. 7.3% of 79,000 active. AID 1794742
NCI-H460: NCI-H460 lung cancer. 6.8% of 82,000 active. AID 1794736
NCI-H23: NCI-H23 lung cancer; 4% of 80,000 active
HCT-15: HCT-15 colon cancer; 5.2% of 82,000 active
NCI-H226: NCI-H226 lung cancer. 3.5% of 79,000 active. AID 1794732
NCI-H322M: NCI-H322M lung cancer | 2.7% of 80,000 active
NCI-H522: NCI-H522 lung cancer; 8% of 78,000 active
NCI/ADR-RES: NCI/ADR-RES ovarian cells; 4.4% of 81,000 active; AID 1794790
HCT-116: HCT-116 colon cancer. 7.3% of 82,000 active. AID 1794798
* = called active by the depositor; / = no result given; [ ] = another dose, or the depositor's remark. The calls were made as follows: active = growth percent below 10; inactive = the rest. This is a random part of the collection; about 13% have a hit in one of these screens.

SMILES	COLO 205	NCI-H460	NCI-H23	HCT-15	NCI-H226	NCI-H322M	NCI-H522	NCI/ADR-RES	HCT-116
CCOc1ccc2nc(SCc3nc4n(n3)S(=O)(=O)c3ccccc3N4C)sc2c1	23.3	38.2	13.2	26.9	32.0	38.6	22.6	6.8*	19.1
CCNC(=O)Nc1ccccc1CNc1nc(Nc2ccc(OCCN3CCCC3)cc2)ncc1Cl	47.6	58.8	74.8	72.5	90.8	100.9	101.2	97.1	68.4
COc1ccc(/C=C2\C(=O)N=C3N2N=C(c2ccc(Cl)cc2)N3c2ccccc2)cc1	112.9	104.1	91.4	106.3	87.7	93.5	95.3	96.9	97.3
Cc1onc(-c2c(Cl)cccc2Cl)c1C(=O)SC1=NC(C)N2C(SC(=O)c3c(-c4c(Cl)cccc4Cl)noc3C)=NC(C)N12 (stereo not given)	107.9	111.1	101.3	100.3	93.5	95.3	77.9	105.6	88.9
Cn1cccc1-c1cc(-c2cccs2)c(C#N)c(=O)[nH]1	/	105.1	93.1	92.6	/	92.5	94.2	96.1	102.7
CCC(C)Cn1cnc2c(Sc3c([N+](=O)[O-])ncn3C)nc(N)nc21 (stereo not given)	102.1	110.7	96.9	84.0	99.8	93.1	59.4	104.0	85.3
CCN(CC)CCCCCCNc1cccc2cc(Br)cnc12	89.9	87.3	85.7	84.7	108.3	94.3	26.7	79.9	72.2
O=C(Nc1nc(-c2ccc(Cl)cc2)cc(-c2ccc(Cl)cc2)n1)c1cccnc1	104.9	96.4	95.3	100.8	96.3	101.0	89.9	101.2	101.4
O=C1OC(=O)c2c1c1ccccc1c1ccccc21	106.2	103.7	100.9	97.5	86.7	102.9	81.2	102.0	97.2
Clc1ccc(I)cc1	108.9	106.4	100.5	94.8	97.5	107.5	88.9	100.6	96.3
COc1ccc(-n2nc(C(=O)NCCCC(=O)O)nc2-c2ccccc2)cc1	122.3	110.5	107.8	102.4	105.0	98.1	83.7	117.4	92.5
CN1CCN(CCCOc2ccc3ncnc(Nc4ccc(Oc5cccc(C(F)(F)F)c5)c(Cl)c4)c3c2)CC1	-51.8*	-66.9*	44.4	-55.7*	85.6	11.3	-3.3*	34.8	-62.0*

Structural class: the entries above containing an aryl thioether with sulfur outside any ring.
SMILES	COLO 205	NCI-H460	NCI-H23	HCT-15	NCI-H226	NCI-H322M	NCI-H522	NCI/ADR-RES	HCT-116
CCOc1ccc2nc(SCc3nc4n(n3)S(=O)(=O)c3ccccc3N4C)sc2c1	23.3	38.2	13.2	26.9	32.0	38.6	22.6	6.8*	19.1
CCC(C)Cn1cnc2c(Sc3c([N+](=O)[O-])ncn3C)nc(N)nc21 (stereo not given)	102.1	110.7	96.9	84.0	99.8	93.1	59.4	104.0	85.3

(next part)
SMILES	COLO 205	NCI-H460	NCI-H23	HCT-15	NCI-H226	NCI-H322M	NCI-H522	NCI/ADR-RES	HCT-116
COc1cc(/C=C/c2ccccc2)oc(=O)c1	120.4	105.8	109.4	97.6	98.9	91.0	110.9	113.3	102.6
Oc1ccc(-c2nc3ccc(/C(=N\N=C\c4ccc(Cl)cc4)c4ccccc4)cc3[nH]2)cc1	54.0	86.4	94.8	71.1	80.7	93.7	74.6	93.0	82.6
N#Cc1nc(-c2ccccc2)oc1N1CCN(S(=O)(=O)c2ccccc2)CC1	93.7	99.3	99.5	93.9	91.7	89.0	86.8	95.9	92.2
CC(COC(=O)c1ccccc1)N1CC2CCC(C1)O2 (stereo not given)	104.4	103.8	106.7	99.7	98.2	97.8	103.8	111.0	106.5
O=C(Nc1ccccn1)c1cc2cc(Nc3nc(-c4ccccc4)nc4ccccc34)ccc2oc1=O	103.6	109.7	95.1	110.1	107.6	100.5	86.4	109.7	91.4
COC(=O)C(CC(Nc1ccccc1)c1ccc2ccccc2c1)[N+](=O)[O-] (stereo not given)	111.9	100.4	95.5	101.9	101.5	102.8	78.7	90.1	94.5
CC1=C2[C@@H](CC1)[C@]1(C)O[C@@](C3CCCCC3)(C[C@H]1O)[C@H]2OC(=O)/C=C/c1ccccc1	98.1	94.3	93.0	88.0	77.2	104.2	77.3	93.7	69.6
Nn1c(N/N=C/c2c[nH]c3ccccc23)n[nH]c1=S	102.8	108.3	95.6	105.6	95.4	98.2	94.7	98.1	99.9
Cc1ccc(Nc2nc(NN)nc(N(c3ccccc3)c3ccccc3)n2)cc1	87.0	49.6	82.8	44.5	85.1	75.6	63.1	37.7	49.6
COc1ccc(-c2cc(C(=O)N3CCN(C(=O)c4ccccc4NCc4cccs4)CC3)nc3cc(-c4ccccc4)nn23)cc1	103.5	99.2	102.6	91.5	100.1	99.5	88.9	103.4	83.9
N#CC(C(O)c1ccccc1)N1CCOCC1 (stereo not given)	104.4	102.8	98.6	96.9	87.1	93.7	100.6	/	97.1
COc1cc(CNC(=O)/C=C/c2ccccc2)ccc1OCc1cn(-c2ccc([N+](=O)[O-])cc2)nn1	106.7	116.0	101.2	100.0	93.8	97.4	84.2	102.0	101.1
Nc1ccccc1C#Cc1ccccc1C#Cc1ccc(OCCCCCOc2ccc(C#Cc3ccccc3C#Cc3ccccc3N)cc2)cc1	117.0	114.4	89.3	111.9	109.6	97.5	100.5	98.7	101.1
CC(C)N(CCCNC(=O)Nc1ccc(C(C)(C)C)cc1)C[C@H]1O[C@@H](n2ccc3c(N)ncnc32)[C@H](O)[C@@H]1O	106.3	104.4	102.5	104.8	98.3	109.8	95.9	108.5	111.5
Cc1ccc2nc(NC(=O)CSc3nc(-c4ccccc4)c(C#N)c4nnnn34)sc2c1	121.4	103.8	102.6	112.9	94.7	107.6	89.4	106.4	99.1
C[C@H](Oc1cc(-c2cnn(C3CCNCC3)c2)cnc1N)c1c(Cl)ccc(F)c1Cl	46.3	57.9	71.6	43.2	109.0	75.2	73.1	85.1	31.9
COc1ccc(Nc2ccc(NC(=O)c3ccc([N+](=O)[O-])cc3)cn2)cc1	124.0	105.4	81.5	96.3	89.3	98.7	76.6	83.2	92.5
Cn1c(=O)c2c(ncn2CC(=O)Nc2ccc(S(N)(=O)=O)cc2)n(C)c1=O	105.0	108.2	103.9	106.2	105.5	106.6	86.7	105.8	92.7
Cc1cccc(-c2nc(Nc3ccc(C)c(S(N)(=O)=O)c3)c3ccccc3n2)c1	37.8	19.0	12.9	-19.4*	41.9	34.0	-30.5*	18.7	25.3
CCOC(CN(C(C)C)C(C)C)OCC	117.6	105.6	101.9	101.0	106.7	115.9	98.1	107.9	104.2
Nc1cc(N)[nH]c(=S)n1	108.3	114.2	99.2	107.1	103.5	91.0	97.8	104.0	104.4
CCC(CO)NC(Cc1ccccc1)c1ccc(OC)cc1 (stereo not given)	76.6	104.8	99.6	96.8	98.1	94.5	58.5	94.2	63.9
S=c1c2ccccc2c(=S)n(-c2ccccc2)n1-c1ccccc1	119.4[100 µM]	100.3[100 µM]	97.6[100 µM]	101.4[100 µM]	96.7[100 µM]	89.9[100 µM]	94.4[100 µM]	92.7[100 µM]	90.2[100 µM]
Oc1ccc(Br)cc1-c1nc2ccccc2s1	106.8	94.9	86.8	66.9	94.8	88.9	92.4	101.8	98.2
O=S(=O)(NCCCNc1cc(-c2cn(-c3ccccc3)nc2-c2cccc(O)c2)ccn1)c1cccc(F)c1	-55.9*	35.6	58.6	9.9*	46.4	57.9	44.4	49.3	32.1
CCCCN(CCCC)CC(CN(CCCC)CCCC)OC(=O)Nc1ccccc1	63.4	75.7	50.6	49.6	78.6	80.7	50.7	69.3	42.3
COc1ccc(-c2nc(-c3ccccc3)c(-c3ccccc3)n2-c2ccc(S(=O)(=O)Nc3ncccn3)cc2)cc1OC	132.8	95.6	94.8	53.6	75.1	77.4	89.0	96.7	67.4
CCOC(=O)C1=C(N)N(c2ccccc2)C2=C(C(=O)CC(C)(C)C2)C1c1ccccn1 (stereo not given)	117.1	113.7	/	91.9	107.6	97.7	88.6	107.4	109.4
COc1cccc(Cn2cc3c(c2)-c2onc(CN4CCOCC4)c2CC3)c1	111.8	113.6	103.4	101.4	106.7	97.4	95.3	111.9	103.9
COc1ccc(-c2[nH]c(=S)ncc2-c2ccc(Cl)cc2)c(O)c1	109.5	95.4	101.4	93.6	92.4	100.1	89.5	98.7	91.5
CCCCCCCCCCCC(=O)N(CCO)C(=O)C[n+]1ccccc1	123.7	104.3	105.2	99.3	95.3	93.2	93.0	98.9	95.7
O=C(Nc1ccc(F)c(Cl)c1)Nc1ccc(Cl)c(Cl)c1	89.0	76.9	86.1	53.1	/	101.7	66.4	59.1	50.6
Clc1ccc(N2N=C(c3cccc(Nc4ccncc4)c3)CC2c2ccc(Br)cc2)cc1 (stereo not given)	-48.7*	-82.6*	57.1	-74.7*	92.2	66.2	-13.2*	39.6	104.9
CN(C)c1ccc(/C=N/N2C(=O)CSC2=S)c(Cl)c1	101.8	90.3	90.2	96.0	63.3	/	86.8	105.6	98.8
NC(=S)NNC(N)=S	114.7	106.4	97.2	101.2	97.8	99.6	88.0	99.2	83.3
Cc1cc(=O)n2n1-c1ccc3ccccc3c1NC2c1ccc2c(c1)OCO2 (stereo not given)	96.6	99.6	98.9	87.2	86.9	102.5	89.6	105.3	98.0
COC(=O)[C@@]1(C)CC[C@]2(C)CC[C@]3(C)C4=CC=C5C(=CC(=O)C(O)=C5C)[C@]4(C)[C@@H](O)C[C@@]3(C)[C@@H]2C1	12.8	63.6	49.2	1.4*	98.7	96.8	-24.2*	49.0	0.1*
CNC(=O)c1cc(Cn2nc(C)c(NC(=O)Nc3ccc(Cl)c(C(F)(F)F)c3)c2C)ccn1	99.9	100.3	97.8	98.0	96.6	94.5	71.5	98.8	86.7
Cc1ccc(C(=O)/C=C/c2cc3ccccc3n3nnnc23)cc1	110.6	105.6	100.7	101.9	103.4	100.5	94.6	112.2	114.4
COc1cc(OC)nc(NS(=O)(=O)c2ccc(NC(=O)c3ccc4ccccc4n3)cc2)n1	113.1	101.9	105.4	99.6	86.0	97.4	91.8	129.6	106.6
COc1ccc(C(C)OC)cc1OC (stereo not given)	110.4	102.0	101.6	101.7	96.4	105.8	100.0	105.1	101.9
Cc1ccc(C(O)C2CC2)cc1 (stereo not given)	110.2	102.9	103.0	97.7	91.9	97.1	106.7	106.8	106.8
N#CC1(C#N)OC12CCS(=O)(=O)c1ccccc12 (stereo not given)	109.5	104.4	116.0	100.0	100.9	116.5	115.8	108.9	97.3
Nc1nc(SCC(=O)c2ccc(Cl)cc2)c2ncn(C3OC(CO)C(O)C3O)c2n1 (stereo not given)	101.5	106.4	95.9	108.8	107.1	116.9	80.6	103.3	107.5
O=C(O)CSc1c(Cl)c(=O)oc2ccc(Cl)cc12	110.7	103.6	99.2	102.0	100.8	86.2	86.8	96.5	100.3
Cc1cn(-c2cc(C(=O)Nc3cccc(-n4ccc5c(NC(=O)c6ccccc6)nccc54)c3)cc(C(F)(F)F)c2)cn1	-20.1*	-13.3*	22.5	4.6*	33.8	32.9	-7.5*	4.7*	-78.6*
COc1ccc(CNNC(=O)c2cccnc2)c(OC)c1OC	122.8	107.1	104.6	101.9	96.3	104.7	96.1	105.5	84.7
CC(C)=CCC[C@](C)(O)[C@H]1CC[C@]2(C)[C@@H]1CC[C@@H]1[C@@]3(C)C/C(=C/c4ccc(C(F)(F)F)cc4)C(=O)C(C)(C)[C@@H]3CC[C@]12C	107.9	97.3	86.9	94.8	96.6	106.3	95.1	103.8	74.6

Given with each value named: part of the list above.
CCCCN(CCCC)CC(CN(CCCC)CCCC)OC(=O)Nc1ccccc1
  COLO 205 = 63.4
  NCI-H460 = 75.7
  NCI-H23 = 50.6
  HCT-15 = 49.6
  NCI-H226 = 78.6
  NCI-H322M = 80.7
  NCI-H522 = 50.7
  NCI/ADR-RES = 69.3
  HCT-116 = 42.3
Cc1ccc(C(=O)/C=C/c2cc3ccccc3n3nnnc23)cc1
  COLO 205 = 110.6
  NCI-H460 = 105.6
  NCI-H23 = 100.7
  HCT-15 = 101.9
  NCI-H226 = 103.4
  NCI-H322M = 100.5
  NCI-H522 = 94.6
  NCI/ADR-RES = 112.2
  HCT-116 = 114.4
O=C(O)CSc1c(Cl)c(=O)oc2ccc(Cl)cc12
  COLO 205 = 110.7
  NCI-H460 = 103.6
  NCI-H23 = 99.2
  HCT-15 = 102.0
  NCI-H226 = 100.8
  NCI-H322M = 86.2
  NCI-H522 = 86.8
  NCI/ADR-RES = 96.5
  HCT-116 = 100.3
O=C(Nc1ccc(F)c(Cl)c1)Nc1ccc(Cl)c(Cl)c1
  COLO 205 = 89.0
  NCI-H460 = 76.9
  NCI-H23 = 86.1
  HCT-15 = 53.1
  NCI-H226 = /
  NCI-H322M = 101.7
  NCI-H522 = 66.4
  NCI/ADR-RES = 59.1
  HCT-116 = 50.6

Further entries follow:
SMILES	COLO 205	NCI-H460	NCI-H23	HCT-15	NCI-H226	NCI-H322M	NCI-H522	NCI/ADR-RES	HCT-116
CCCCCCCCCCSc1ncnc2nc[nH]c12	112.7	65.8	36.8	82.4	67.4	88.5	57.1	54.5	48.8
CC(N1CN2C[C@H](C)N3CN(C(C)C45CC6CC(CC(C6)C4)C5)CN4C[C@@H](C)N(C1)C2C43)C12CC3CC(CC(C3)C1)C2 (stereo not given in full)	107.1	101.2	100.4	107.2	98.0	99.4	98.2	101.6	111.8
CN(C)Cc1ccccn1	116.7	108.6	101.3	104.5	108.2	96.3	91.9	102.9	99.8
NC(=O)c1ccc(NC(=O)c2cc(Br)c(Br)[nH]2)c(OC2CCNCC2)c1	110.4	107.6	97.9	100.9	91.9	100.0	79.6	101.8	95.0
NC(=O)N/N=C/c1ccc(O)cc1	113.4	110.3	101.2	106.8	103.1	97.8	104.6	104.1	104.1
Cc1cc(=O)c2cc(Cl)cc(Br)c2[nH]1	89.0	102.9	/	101.7	97.1	/	95.7	106.4	90.6
CN1CCN(c2ccc3nc(-c4[nH]ncc4Nc4ncnc5c4OCCCN5)[nH]c3c2)CC1	-72.5*	-69.8*	-53.9*	-64.7*	-76.4*	-67.3*	-26.2*	-6.2*	-11.8*
